Screens: PubChem, Sanford-Burnham Center for Chemical Genomics
MPTP inh – inhibitors of mitochondrial permeability transition pore; isolated mouse mitochondria, Ca2+ swelling absorbance, 30 min; inhibition, % at 10 µM; actives 1.4% (n = 360,000); AID 602449;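 active = inhibition of 50% or more, scaled per plate between neutral and stimulator controls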;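 also: 0% = DMSO wells given calcium and 100% = 1 mM EGTA wells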
* marks the source's active call; other numbers are inactive results. An excerpt (hit frequency here may not be typical).

SMILES	MPTP inh
CCN1C(=O)[C@H]2[C@@H](c3ccc(C(F)(F)F)cc3)N[C@]3(CCCN(Cc4ccco4)C3=O)[C@H]2C1=O	2.6
CC1(C(=O)NS(=O)(=O)c2cccc(C#N)c2)CCN1C(=O)CC1CCCCC1 (stereo unspecified)	-0.4
c1ccc(Cc2c(-c3ccccc3)nc3c4ccccc4ccn23)cc1	2.2
C[C@H](CO)N1C[C@H](C)[C@@H](CN(C)Cc2ccccn2)Oc2ncc(Br)cc2C1=O	0.5
CCc1nc2c(OCC(=O)C(C)(C)C)cccn2c1N(C)C(=O)c1cccs1	1.2
CCOc1cc(N2CCOCC2)c(OCC)cc1NC(=O)COC(=O)c1c(C)noc1C	-0.2
O=C(c1ccc(CS(=O)c2ccccc2Cl)o1)N1CCN(C2CCCCC2)CC1 (stereo unspecified)	-0.9
CC1(C(=O)Nc2ccc3c(c2)OCO3)CCN1C(=O)CCc1ccc(Cl)cc1Cl (stereo unspecified)	-0.5
COC(=O)[C@]12CCCCC=C1N(Cc1ccccc1)C(=O)[C@H](CC(=O)N1CCCCC1)C2	-1.0
C#CCNC(=O)C[C@@H]1C[C@@]2(C(=O)OCC)CCC=C2N(Cc2ccc(Cl)cc2Cl)C1=O	1.0
Cc1ccc(S(=O)(=O)N(C)c2ccc(C(=O)NCC(c3ccccc3)N3CCCC3)cc2)cc1 (stereo unspecified)	-0.1
O=C(OCC(O)C1OC(c2ccccc2)OC(COC(=O)c2ccccc2)C1O)c1ccccc1 (stereo unspecified)	2.0
COCCCNc1ccn2nc(-c3ccc(OCCN4CCOCC4)cc3)cc2n1	0.9
O=C(NCCc1ccccc1)C1Cc2c(-c3ccccc3)ccnc2O1 (stereo unspecified)	0.0
CN1CCN(C(=O)CCn2c(=S)[nH]c3ccccc3c2=O)CC1	-0.8
O=C(COC(=O)c1ccc(S(=O)(=O)N2CCCC2)cc1)Nc1ccccc1Cl	0.0
COc1c(C)cc(C(O)c2ncc(-c3ccccc3C)[nH]2)cc1C (stereo unspecified)	0.0
COc1c(C)cc(C(O)c2ncc(-c3ccc(C(F)(F)F)cc3)[nH]2)cc1C (stereo unspecified)	3.5
CC(=O)Nc1cc(-c2cccc(NS(C)(=O)=O)c2)cn2c(-c3ccccc3)cnc12	-0.1
CC(=O)Nc1cccc(-c2csc(C(NC(C)=O)c3ccc(F)c(F)c3)n2)c1 (stereo unspecified)	1.3

Shown with values ahead of the structure: entries from further up
MPTP inh	Structure
0.0	COc1c(C)cc(C(O)c2ncc(-c3ccccc3C)[nH]2)cc1C (stereo unspecified)
-0.5	CC1(C(=O)Nc2ccc3c(c2)OCO3)CCN1C(=O)CCc1ccc(Cl)cc1Cl (stereo unspecified)

The list goes on.
SMILES	MPTP inh
O=C(CCSc1nc(-c2ccccc2)c(-c2ccccc2)o1)N1CCCCC1	-1.8
O=c1[nH]cc(CCCc2ccccc2)c(=O)[nH]1	0.0
CCOC(=O)CCC1(C(=O)OC)C(=O)CCCCCC=C1C(=O)OC (stereo unspecified)	0.2
Cc1cc(Cl)ccc1C(O)c1ncc(-c2ccc(C(F)(F)F)cc2)[nH]1 (stereo unspecified)	13.8
Cc1ccc(CN2C(=O)C(C)Sc3ccc(C#N)cc32)cc1 (stereo unspecified)	-0.1
O=C(NCc1ccc(F)cc1)c1cc(C2CCCN(C(=O)c3cccs3)C2)on1 (stereo unspecified)	-0.6
CCc1nc2c(OCC(N)=O)cccn2c1N(C)C(=O)c1cccs1	0.5
COc1ccc(OCCN2CCC(C(=O)NC(C)c3cccc4ccccc34)CC2)cc1 (stereo unspecified)	3.9
O=C(Nc1ccc2c(c1)OCO2)c1ccc2nc([C@@H]3O[C@H](CO)[C@H](O)[C@H](O)[C@H]3O)[nH]c2c1	0.0
CCc1nc2ccc(C(=O)N3CCN(S(=O)(=O)CC)CC3)cn2c1N(C)C(=O)C1CCCCC1	-1.3
O=C(NCc1ccccc1)C(c1ccccc1F)n1c(=O)c(-c2cc3ccccc3[nH]2)nc2ccccc21 (stereo unspecified)	3.5
CCC(CO)Nc1ccn2nc(-c3cccs3)cc2n1 (stereo unspecified)	-0.1
COc1ccc(Br)cc1/C=N/NS(=O)(=O)c1ccccc1	0.5
CC(=O)c1cccc(-c2ccnc3c2CC(C(=O)Nc2ccc(Cl)cc2)O3)c1 (stereo unspecified)	3.2
C[C@H]1CN([C@@H](C)CO)C(=O)c2cc(C#CCC3CCCC3)cnc2O[C@@H]1CN(C)C(=O)CC1CC1	0.5
COc1ccccc1Cc1c(-c2ccc(C)cc2)nc2ccc(Br)cn12	-1.8
O=C(NCc1cccnc1)c1cc(C2CCCCN2C(=O)OCCF)on1 (stereo unspecified)	-0.4
CC(C)c1ccc(Nc2nc(N3CCOCC3)nc(N3CCOCC3)n2)cc1	0.9
CC1=C(C(=O)N2CCCCCC2)CC(CC(=O)NC2CCCCC2)C(=O)N1Cc1ccc(C(C)(C)C)cc1 (stereo unspecified)	-0.4
NC[C@H]1O[C@@H](n2ccc(N)nc2=O)[C@H](O)[C@@H]1O	-0.7
Cc1ccc(-n2c(-c3ccc(Br)cc3)n[nH]c2=S)c(C)c1	0.0
CCOC(=O)CCCCCC(=O)Nc1ccc2c(c1)C(=O)N([C@@H](C)CO)C[C@H](C)[C@H](CN(C)C(=O)c1ccccc1)OCCCC[C@H](C)O2	-0.6
COc1ccccc1CC1(C)C(=O)Nc2ccc(OC(F)(F)F)cc21 (stereo unspecified)	0.1
COCCCN1C(=O)C(CC(=O)NCc2cccs2)CC(C(=O)N2CCCCCC2)=C1C (stereo unspecified)	0.7
CSc1ccc(CNC(=O)C2(C)CCCN2C)cc1 (stereo unspecified)	1.0
CN(C)c1ncnc2c1ncn2[C@H]1CN(C2CCCC2)C[C@@H](CO)O1	-0.3
NC(CCc1ccccc1)c1csc(NC(=O)NCC2CCCCC2)n1 (stereo unspecified)	3.1
CC1CCN(C(=O)c2[nH]c(C(F)(F)F)nc2-c2ccccc2)CC1	-0.1
CN(C1CCCCC1)S(=O)(=O)c1ccc(SCC(N)=O)nc1	-0.2
CC(C)(C)S(=O)N1Cc2cc(C(=O)NCC(F)(F)F)nc(-c3cccc(-c4cccc(F)c4)c3)c2[C@H]1CCO (stereo partly specified)	-0.3
CC(=O)N1CCC(C(=O)N2c3ccccc3N=C(c3ccc4c(c3)OCO4)C2C(=O)Nc2c(C)cccc2C)CC1 (stereo unspecified)	1.7
CCCCn1nnnc1C1(C)CCC(=O)N1CCc1ccc(OC)c(OC)c1 (stereo unspecified)	1.6
Cc1cccc(C)c1NC(=O)C1(C)CSCC(=O)N1CC(F)(F)F (stereo unspecified)	-0.7
CC[C@@H]1Cc2[nH][nH]c(=O)c2[C@@H](c2ccc(F)cc2)O1	0.3
COc1cc(CNC(=O)Nc2nc(C(N)Cc3ccc(C(F)(F)F)cc3)cs2)cc(OC)c1OC (stereo unspecified)	4.5
COC(=O)C[C@H]1C[C@H]2c3cc(NC(=O)NC4CCCC4)ccc3O[C@H]2[C@@H](CO)O1	-1.0
CC(=O)Nc1ccc(S(=O)(=O)NCC(=O)OCC(=O)NCCc2ccccc2)cc1	0.0
Cc1cc(=O)oc2cc(OCC(=O)NC3(C#N)CCCCC3)ccc12	0.4
Cc1ccc(S(=O)(=O)NN=C2CC(C)(C)CC(=O)C2(C)C)cc1	-2.0
COc1ccc(N2CCN(C(=O)c3ccc4c(c3)CCN4S(C)(=O)=O)CC2)cc1	0.8

By substructure: the entries above containing a tert-butyl group.
SMILES	MPTP inh
CCc1nc2c(OCC(=O)C(C)(C)C)cccn2c1N(C)C(=O)c1cccs1	1.2
CC1=C(C(=O)N2CCCCCC2)CC(CC(=O)NC2CCCCC2)C(=O)N1Cc1ccc(C(C)(C)C)cc1 (stereo unspecified)	-0.4
CC(C)(C)S(=O)N1Cc2cc(C(=O)NCC(F)(F)F)nc(-c3cccc(-c4cccc(F)c4)c3)c2[C@H]1CCO (stereo partly specified)	-0.3

Some of the entries so far, as labelled records:
SMILES: CC[C@@H]1Cc2[nH][nH]c(=O)c2[C@@H](c2ccc(F)cc2)O1
  MPTP inh: 0.3

SMILES: COc1cc(CNC(=O)Nc2nc(C(N)Cc3ccc(C(F)(F)F)cc3)cs2)cc(OC)c1OC (stereo unspecified)
  MPTP inh: 4.5

(cont.)
SMILES	MPTP inh
CCCCCNC(=O)C(c1ccnc2ccccc12)n1c(=O)c(-c2ccccc2)nc2ccccc21 (stereo unspecified)	-0.8
COc1ccc(CCN2CC(C(=O)NCCc3ncccc3C)CCC2=O)cc1 (stereo unspecified)	0.5
CC(C)C1C(=O)N(Cc2cn(CCC3OCCO3)nn2)CCS(=O)(=O)N1Cc1ccc(-c2ccc(F)cc2Cl)cc1 (stereo unspecified)	-0.5
Cn1c(=O)c2cc(NC(=S)NC3CCCCC3)ccc2n1Cc1ccc(F)cc1	2.6
CC[C@@H](NCCCn1cnc2c(SC)ncnc21)c1ccccc1	-1.4
Cc1ccc(F)cc1-c1cc(C(=O)NCc2cc(C(F)(F)F)cc(C(F)(F)F)c2)[nH]n1	69.0*
CN(C(=O)COC(=O)c1cccc(S(=O)(=O)N2CCCCCC2)c1)c1ccccc1	0.6
O=C(Nc1ccccc1Cl)OCC#CCOC(=O)Nc1ccccc1Cl	-1.2
COc1cccc(-c2cnc(C(O)c3ccc(F)cc3)[nH]2)c1 (stereo unspecified)	0.7
Cc1cc(NC(=O)CS(=O)c2cn(Cc3cccc(Cl)c3)c3ccccc23)no1 (stereo unspecified)	3.5
O=C(NCc1ccccc1)c1cc(C2CCCCN2S(=O)(=O)c2cccc3cccnc23)on1 (stereo unspecified)	0.6
Cc1ccc(S(=O)(=O)Nc2ccccn2)c(C)c1	-0.2
C[C@@H]1CN([C@@H](C)CO)C(=O)CCCn2cc(nn2)CO[C@H]1CN(C)S(=O)(=O)c1ccccc1C#N	-1.3
Cc1ccccc1-c1cnc(C(O)c2ccc(Cl)c(F)c2)[nH]1 (stereo unspecified)	4.3
COc1ccc(S(=O)(=O)N(C)C[C@H]2OCc3cnnn3CCCC(=O)N([C@@H](C)CO)C[C@H]2C)cc1	-1.8
CCC(=O)N[C@H]1C=C[C@H](CC(=O)OC)O[C@@H]1CO	-2.5
CCOC(=O)[C@]12CCCC=C1N(CCc1ccc(OC)c(OC)c1)C(=O)[C@H](CC(=O)NCCCN1CCCC1=O)C2	0.0
COc1ccccc1CN1CCNC(=O)C1CC(=O)N(C)C1CCOCC1 (stereo unspecified)	0.8
COCCCN1C(=O)C(CC(=O)NCc2ccco2)CC(C(=O)N2CCOCC2)=C1C (stereo unspecified)	0.4
CC(C)(C)OC(=O)NCCc1onc(-c2cccc([N+](=O)[O-])c2)c1C(=O)O	-1.7

Sorted by formula weight (descending): part of the list above.
SMILES	MPTP inh
Cc1ccc(F)cc1-c1cc(C(=O)NCc2cc(C(F)(F)F)cc(C(F)(F)F)c2)[nH]n1	69.0*
Cc1cc(NC(=O)CS(=O)c2cn(Cc3cccc(Cl)c3)c3ccccc23)no1 (stereo unspecified)	3.5
COc1ccc(CCN2CC(C(=O)NCCc3ncccc3C)CCC2=O)cc1 (stereo unspecified)	0.5
CCC(=O)N[C@H]1C=C[C@H](CC(=O)OC)O[C@@H]1CO	-2.5

(cont.)
SMILES	MPTP inh
CCc1nc2ccc(C(=O)NCCCN3CCCC3=O)cn2c1N(C)C(=O)C1CCCCC1	-0.5
CCN(CC)C(=O)c1ccc2nc([C@H]3C[C@H](O)[C@@H](CO)O3)[nH]c2c1	-0.1
FC(F)(F)c1ccc(-c2cccc3c2C2CC3CCN2Cc2ccc3c(c2)OCO3)cc1 (stereo unspecified)	1.2
CCOc1ccc(C2C3=C(CC(C)(C)CC3=O)N(CCCOC)C3=C2C(=O)CC(C)(C)C3)cc1OC	0.6
CCCCCCCCN1CC(Cc2cc3ccccc3c3ccccc23)N(c2ccccc2)c2ccccc2C1=O (stereo unspecified)	2.2
Cc1ccccc1-c1nc(NC(C)C)nc2ccsc12	-1.8
COc1ccc(C(C#N)=Cc2cccc(OC)c2OC)cc1	-2.5
Cn1nc(C2CC2)cc1NC(=O)C1(C)CCN1C(=O)Cc1ccc(-c2ccccc2)cc1 (stereo unspecified)	1.9
Cc1cccc(C(=Cc2ccc([N+](=O)[O-])cc2)C(=O)O)c1	-1.1
CC(=O)N1C(=O)C2(NCC(C)N2)c2ccccc21 (stereo unspecified)	1.1
CSCCC(C(=O)NC1CCCC1)n1c(-c2ccncc2)nc2ccccc21 (stereo unspecified)	-2.6
COC(=O)[C@]12CCCCC=C1N(CCc1ccc(OC)c(OC)c1)C(=O)[C@H](CC(=O)N1CCOCC1)C2	-0.5
O=c1[nH]c(=S)[nH]c2c1C(c1ccc(F)cc1)OC(C1CCCCC1)C2 (stereo unspecified)	-1.3
CC(O)(c1cccc(F)c1)c1nc(-c2csc3ccccc23)cs1 (stereo unspecified)	1.8
Cc1cn(CC(=O)NCc2nc3ccccc3[nH]2)c(=O)[nH]c1=O	-1.0
CC(=O)Nc1ccc(S(=O)(=O)NC(C)C(=O)OCC(=O)Nc2ccc(F)cc2Cl)cc1 (stereo unspecified)	-0.6
CC1(C)CN(C2CCCCC2)C(=O)[C@H]1CC(=O)Nc1ccc(Br)cc1	0.7
O=C1Nc2ccccc2-n2nnnc2C1N1CCN(c2ccccn2)CC1 (stereo unspecified)	-0.5
CCCNC(=O)C1(C)CCCN(C(=O)C2(c3ccc(Cl)cc3)CCCC2)C1 (stereo unspecified)	1.0
Cc1cc(C)n2c(NC3CCCCC3)c(-c3cccnc3)nc2n1	1.1
CCCCNC(=O)C1(C)CCN1C(=O)c1ccc2ccccc2n1 (stereo unspecified)	-0.1
O=C(CCC1CCN(C(=O)C2CC=CCC2)CC1)Nc1ccccc1 (stereo unspecified)	2.1
CCCNC(=O)C1(C)CCCN(C(=O)c2ccc3sccc3c2)C1 (stereo unspecified)	-0.2
COc1cccc(C(C)(O)c2nc(-c3cccc(C(=O)O)c3)cs2)c1 (stereo unspecified)	0.8
O=C(NCCN1CCC(n2c(=O)[nH]c3ccccc32)CC1)C(c1ccccc1)c1ccccc1	-0.8
CC(C)(C(=O)N1CCC1(C)C(=O)NS(=O)(=O)c1ccccc1Cl)c1ccccc1 (stereo unspecified)	1.2
Cc1cccc(OC(C)C(=O)Nc2nc(-c3cccnc3)cs2)c1 (stereo unspecified)	0.8
